Source: PubChem
CTSL1 counter: Fasciola hepatica cathepsin L1 inhibitors, primary screen, counter-screen for PFM18AAP inhibitor project, biochemical, QFRET, fluorogenic peptide substrate | recombinant F. hepatica cathepsin L1, Z-Leu-Arg-MCA fluorescence | inhibition, % at 5.96 µM | actives 0.49% (n = 300,000) | AID 1906, 2009;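 active means inhibition above the mean of all tested compounds plus 3 SD, set per screening campaign, cut at about 17% in these data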;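 further: 0% = plate median of test compound wells and 100% = 1 µM Z-Phe-Ala-diazomethylketone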
PAFAH2 inh: PAFAH2 enzyme inhibitors, primary screen, biochemical, fluorescence polarization, human; AID 492956, 2010; recombinant PAFAH2, FP-rhodamine activity probe; actives 0.99% (n = 340,000); inhibition, % at 3.39 µM;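 active means inhibition above the mean over all tested compounds plus 3 SD, cut at about 30% in these data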;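 further: inhibitors block probe labeling of enzyme so polarization drops; 0% = enzyme with DMSO and 100% = wells lacking PAFAH2 protein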
TPT1 inh: Candida albicans TPT1 enzyme inhibitors, primary screen, biochemical, fluorescence polarization. tRNA 2'-phosphotransferase TPT1 (Candida albicans SC5314). recombinant caTPT1, FP RNA substrate dephosphorylation. inhibition, % at 5 µM. actives 0.81% (n = 300,000). AID 1962, 2009;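 active means inhibition above the mean of all tested compounds plus 3 SD, set per screening campaign, cut at about 24% in these data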;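 further: plate controls were DMSO alone for no effect and ferristatin control at 100 nM for full effect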
proCasp3 act: activators of human procaspase-3 D3A mutant, primary screen, biochemical, absorbance, PC-3 D3A mutant, single concentration; Caspase-3 (Homo sapiens), P42574; recombinant procaspase-3 D3A, Ac-DEVD-pNA absorbance 405 nm; activation, % at 8.5 µM; actives 0.11% (n = 330,000);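 active means activation above the mean of all tested compounds plus 3 SD, cut at about 21% in these data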;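 further: 0% = DMSO alone and 100% = DMSO wells spiked with extra 5 µM PC-3 D3A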
Target sequence (P42574 whole entry D9A/D28A/D175A): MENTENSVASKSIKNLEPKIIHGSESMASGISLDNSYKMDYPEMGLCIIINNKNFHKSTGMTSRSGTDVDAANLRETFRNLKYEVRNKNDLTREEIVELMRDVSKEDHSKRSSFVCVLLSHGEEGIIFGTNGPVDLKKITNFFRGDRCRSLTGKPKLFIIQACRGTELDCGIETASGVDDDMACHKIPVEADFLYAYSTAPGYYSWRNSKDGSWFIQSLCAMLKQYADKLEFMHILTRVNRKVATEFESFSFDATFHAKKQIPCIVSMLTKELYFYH
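Assay system: Autoprocessing-dead procaspase-3 D3A mutant enzyme; also added: Ac-DEVD-pNA; doses: one concentration, 8.5 µM nominal, 0.8% DMSO; times: 1 h compound preincubation, 2 h substrate hydrolysis at 25 °C; technique: 405 nm absorbance of p-nitroaniline, reads at 0 and 120 min; measure: % activation between DMSO and enzyme-spiked controls; repeats: single replicate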
procasp7 counter: procaspase-7 activators, primary screen, counter-screen for procaspase-3 activator project, biochemical, absorbance, HTS, human; AID 463210, 2010; Caspase-7 (Homo sapiens), P55210; actives 0.093% (n = 330,000); activation, % at 8.5 µM; recombinant procaspase-7, Ac-DEVD-pNA absorbance 405 nm; D23A/D198A/D206A triple mutant, cannot self-cleave; scale: DMSO 0, 5 µM enzyme 100;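 active means percent activation above the screen-wide mean plus 3 SD, cut at about 25% in these data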
Target sequence (P55210 whole entry D23A/D198A/D206A): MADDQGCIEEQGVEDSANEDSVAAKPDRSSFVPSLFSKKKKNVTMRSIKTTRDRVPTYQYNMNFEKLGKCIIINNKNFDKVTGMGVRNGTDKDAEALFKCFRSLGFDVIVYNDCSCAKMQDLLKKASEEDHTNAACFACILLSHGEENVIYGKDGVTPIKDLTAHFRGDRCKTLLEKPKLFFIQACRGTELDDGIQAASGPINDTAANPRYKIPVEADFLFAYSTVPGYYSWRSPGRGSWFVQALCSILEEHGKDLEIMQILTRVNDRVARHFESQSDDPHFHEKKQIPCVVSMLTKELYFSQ
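Assay system: Uncleavable procaspase-7 mutant enzyme | Input: 2 µM procaspase-7 mutant as dispensed | Timing: 1 h compound preincubation, 2 h substrate cleavage, 25 °C | Repeats: One well per compound | Control set: DMSO wells as 0%, DMSO with 5 µM added PC-7 as 100% | Technique: Epi-absorbance of released pNA at 405 nm, two timepoints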
PP1 inh: PP1-alpha phosphatase inhibitors, primary screen, counter-screen for PP5 inhibitor project, biochemical, fluorescence, OMFP substrate, single point | purified PP1alpha | inhibition, % at 6.7 µM | actives 0.9% (n = 320,000) | AID 2235, 2010;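 active means inhibition above the mean inhibition of all tested compounds plus 3 SD, computed separately for each screening campaign, cut at about 15% in these data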
Target sequence (P62136 whole entry, looked up): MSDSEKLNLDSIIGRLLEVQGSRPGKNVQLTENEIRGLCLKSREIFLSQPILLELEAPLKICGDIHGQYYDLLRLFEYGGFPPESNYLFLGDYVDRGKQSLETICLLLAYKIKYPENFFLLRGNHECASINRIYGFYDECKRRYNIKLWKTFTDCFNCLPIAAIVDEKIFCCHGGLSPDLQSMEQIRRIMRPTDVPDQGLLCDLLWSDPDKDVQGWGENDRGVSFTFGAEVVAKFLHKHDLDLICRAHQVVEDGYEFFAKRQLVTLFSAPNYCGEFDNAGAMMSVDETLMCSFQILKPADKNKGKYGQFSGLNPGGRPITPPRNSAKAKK
AHR act: AHR activators, primary screen, cell-based, luminescence, luciferase reporter, human; Aryl hydrocarbon receptor (Homo sapiens), P35869; AHR-responsive luciferase reporter cells; activation, % at 5 µM; actives 2.5% (n = 320,000); in the data active means activation above about 47%;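 further: 0% = vehicle wells and 100% = reference agonist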
PP5 primary: PP5 phosphatase inhibitors, primary screen, biochemical, fluorescence; actives 0.18% (n = 320,000); purified PP5c, OMFP substrate fluorescence; inhibition, % at 6.7 µM;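 active means inhibition above the campaign's mean inhibition across all tested compounds plus 3 SD, cut at about 9.5% in these data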;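 further: 0% = DMSO only and 100% = 100 µM cantharidin control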
HCV core dimer: inhibitors of HCV core protein dimerization, primary screen, biochemical, TR-FRET, high-throughput | TR-FRET GST/Flag-core106 dimerization, 1536-well | inhibition, % at 5 µM | actives 0.33% (n = 300,000);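 active means inhibition above the mean of all tested compounds plus 3 SD, set per screening campaign, cut at about 45% in these data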
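test system = GST/Flag-tagged HCV core106 proteins | probe or stimulus = Eu donor and XL665 acceptor anti-tag antibodies | times = compound-protein-antibody incubation 4 h at 22.5 °C | signal = TR-FRET, excitation 340 nm, emission 617 and 671 nm | measure = percent inhibition of core106 dimerization signal | controls = wells lacking GST-core106 and wells with excess unlabelled core106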
Starred values were filed as active, the others as inactive; . = not tested or not shown.

#1 Cn1c(SCC(=O)Nc2nncs2)nnc1C1CC1
#2 Cc1cccc(CS(=O)(=O)Cc2ccc(C(=O)NCC3CCCO3)o2)c1 (stereo not given)
#3 Cc1cc(C)nc(SCC(=O)OC(C)C(=O)Nc2ccccc2)n1 (stereo not given)
#4 COC(=O)c1nnn(-c2nonc2N)c1CSc1nnc(C)s1
#5 COc1ccc(N2C(=S)N(C(=O)c3ccccc3)C(=Nc3ccccc3)C2=Nc2ccccc2)cc1
Screen / compound no. | 1 | 2 | 3 | 4 | 5
CTSL1 counter | -1 | 5 | 1 | 2 | 1
PAFAH2 inh | 9 | 0 | -1 | 3 | 3
TPT1 inh | 3 | -2 | 1 | 2 | 2
proCasp3 act | 2 | -3 | 5 | 7 | -1
procasp7 counter | 1 | -2 | 8 | 2 | -5
PP1 inh | -2 | -1 | -2 | -6 | -4
AHR act | 2 | -1 | -3 | 1 | -6
PP5 primary | 1.6 | 2.8 | -0.4 | -0.2 | -2.9
HCV core dimer | -8 | -4 | 6 | -2 | 3

Continued; the last 4 above are carried over.
#2 Cc1cccc(CS(=O)(=O)Cc2ccc(C(=O)NCC3CCCO3)o2)c1 (stereo not given)
#3 Cc1cc(C)nc(SCC(=O)OC(C)C(=O)Nc2ccccc2)n1 (stereo not given)
#4 COC(=O)c1nnn(-c2nonc2N)c1CSc1nnc(C)s1
#5 COc1ccc(N2C(=S)N(C(=O)c3ccccc3)C(=Nc3ccccc3)C2=Nc2ccccc2)cc1
#6 Cc1ccc(NC(=O)/C(=C/c2ccco2)c2ccccc2)c(C)c1
#7 Cc1cccn2c(=O)c(/C=C(\C#N)C(=O)NCc3ccccc3)c(N3CCC(C(N)=O)CC3)nc12
#8 CCOC(=O)C1(Cc2ccccc2C)CCCN(Cc2cc(OC)c(O)c(OC)c2)C1 (stereo not given)
#9 CCOc1ccc(N2CC(C(=O)Nc3ccccn3)CC2=O)cc1 (stereo not given)
#10 CC(C)CCN(C(=O)c1cc(=O)[nH]c2ccccc12)c1c(N)n(Cc2ccccc2)c(=O)[nH]c1=O
Screen / compound no. | 2 | 3 | 4 | 5 | 6 | 7 | 8 | 9 | 10
CTSL1 counter | 5 | 1 | 2 | 1 | 1 | -5 | 5 | 1 | .
PAFAH2 inh | 0 | -1 | 3 | 3 | -13 | 6 | -1 | 5 | 3
TPT1 inh | -2 | 1 | 2 | 2 | -2 | 1 | 4 | 0 | .
proCasp3 act | -3 | 5 | 7 | -1 | -10 | -4 | 1 | 3 | 6
procasp7 counter | -2 | 8 | 2 | -5 | -4 | 5 | -18 | 5 | 4
PP1 inh | -1 | -2 | -6 | -4 | -3 | 0 | -6 | -1 | 2
AHR act | -1 | -3 | 1 | -6 | 6 | 0 | 7 | 0 | 3
PP5 primary | 2.8 | -0.4 | -0.2 | -2.9 | 3.5 | 2.3 | -0.3 | 0.6 | 1.7
HCV core dimer | -4 | 6 | -2 | 3 | 1 | 5 | -8 | -3 | .

#11 CC(C)c1ccc(CN2CCN(C(=O)CSc3nnnn3C3CC3)CC2)cc1
#12 c1nnc(NC2=NCCCCC2)s1
#13 C/C(=N\Nc1ncc(Cl)cc1Cl)c1ccc(OC(F)F)cc1
#14 CCCNS(=O)(=O)c1ccc(CCC(=O)NCc2ccc3c(c2)OCO3)cc1
#15 C=CCn1c(=O)c2c(nc3n2CCN3c2cccc(Cl)c2C)n(C)c1=O
Screen / compound no. | 11 | 12 | 13 | 14 | 15
CTSL1 counter | . | -3 | 2 | -4 | -7
PAFAH2 inh | -3 | -7 | -3 | -7 | 5
TPT1 inh | . | -4 | -3 | -2 | 0
proCasp3 act | 7 | 6 | 2 | 2 | 5
procasp7 counter | 7 | 4 | 2 | -5 | 3
PP1 inh | -2 | -2 | -1 | -2 | -3
AHR act | -4 | 0 | 63* | -1 | 1
PP5 primary | 0.3 | 3.6 | 2.9 | -3.4 | 1.1
HCV core dimer | . | -23 | -6 | 2 | 2

#16 c1ccc(CCc2ccncc2)cc1
#17 COc1ccc(NC(=O)n2nc(OC(=O)c3cccs3)cc2N)cc1
#18 O=C(OCC(=O)N1CCCc2ccccc21)c1ccccc1OC(F)F
#19 Cc1ccc(S(=O)(=O)Nc2cccnc2)cc1C
#20 O=C(NCCc1ccc(Cl)cc1)c1ccc2nc(N3CCOCC3)sc2c1
Screen / compound no. | 16 | 17 | 18 | 19 | 20
CTSL1 counter | -4 | -14 | . | -2 | 6
PAFAH2 inh | -5 | 8 | 3 | 1 | 3
TPT1 inh | 0 | -1 | . | 2 | 2
proCasp3 act | 5 | -2 | 1 | -1 | 11
procasp7 counter | 1 | -9 | 2 | 10 | 12
PP1 inh | -4 | -1 | . | 4 | -5
AHR act | -3 | 6 | -1 | -3 | 33
PP5 primary | 1.8 | -0.2 | . | 1.9 | -1.6
HCV core dimer | 8 | 11 | . | -10 | -2

#21 Cc1nn(C)cc1C(C(=O)NC1CCCCC1)N(Cc1ccccc1Cl)C(=O)c1cnccn1 (stereo not given)
#22 CCC(CC)NC(=O)CSc1ccc(S(=O)(=O)N2CCOCC2)cn1
#23 CC1CC(C)CN(C(=O)COC(=O)c2nn(C)c(=O)c3ccccc23)C1 (stereo not given)
#24 COCCn1c(COc2ccc(OC)cc2)nc2ccccc21
#25 COc1ccc(/C(C)=N/Nc2nc3ccccc3nc2C)cc1
Screen / compound no. | 21 | 22 | 23 | 24 | 25
CTSL1 counter | -4 | . | -1 | -2 | 1
PAFAH2 inh | -12 | 3 | 2 | 2 | 5
TPT1 inh | -3 | . | -2 | -1 | 3
proCasp3 act | -1 | -4 | -4 | 0 | -2
procasp7 counter | 10 | -8 | 3 | -3 | -4
PP1 inh | 3 | -8 | -6 | 0 | -3
AHR act | 2 | 3 | 4 | 6 | 11
PP5 primary | -0.9 | 1.0 | -0.7 | -0.9 | -0.8
HCV core dimer | -1 | . | 3 | -1 | -3

#26 O=C1CCCN2N=C(SCC(=O)Nc3ccc(Br)cc3)SC2=N1
#27 Cc1ccc(C(c2nnnn2C2CCCCC2)N2CCc3ccccc32)cc1 (stereo not given)
#28 Cc1ccc2[nH]c(=O)c(C(c3nnnn3C(C)(C)C)N(Cc3ccco3)CC3CCCO3)cc2c1 (stereo not given)
#29 Cc1noc(NS(=O)(=O)c2ccc(NC(=O)CCn3c(=O)oc4ccccc43)cc2)c1C
#30 OC(COc1ccc(Br)cc1)CN1CCC(Cc2ccccc2)CC1 (stereo not given)
Screen / compound no. | 26 | 27 | 28 | 29 | 30
CTSL1 counter | -2 | 3 | 1 | -4 | 0
PAFAH2 inh | 1 | -2 | 3 | 7 | -2
TPT1 inh | 2 | 0 | -3 | 2 | -1
proCasp3 act | -1 | -6 | 7 | 1 | 5
procasp7 counter | 4 | 2 | 1 | 4 | 9
PP1 inh | -6 | 6 | 0 | -1 | 1
AHR act | 1 | 1 | -1 | -3 | 1
PP5 primary | 0.0 | 1.9 | 1.6 | -1.7 | -0.1
HCV core dimer | -1 | 6 | -1 | -4 | 0

#31 COc1ccccc1C(=O)NCCn1cc(SCC(=O)Nc2nnc(C)s2)c2ccccc21
#32 CC1CCN(CC(=O)Nc2ccc(Cl)cc2[N+](=O)[O-])CC1
#33 Nc1c(N(CCC2=CCCCC2)C(=O)C2CC2)c(=O)[nH]c(=O)n1Cc1ccccc1
#34 O=C(NCc1ccccc1)NC1(C(=O)N2CCCC2)CCCCC1
#35 Cc1cccc2sc(N(CCCN(C)C)C(=O)c3ccco3)nc12
Screen / compound no. | 31 | 32 | 33 | 34 | 35
CTSL1 counter | -3 | 10 | 0 | 1 | -6
PAFAH2 inh | 1 | 4 | -5 | -3 | 2
TPT1 inh | -4 | -2 | -1 | -4 | -3
proCasp3 act | 7 | 9 | 3 | -5 | 8
procasp7 counter | 5 | -4 | -6 | -14 | -2
PP1 inh | -5 | -2 | -4 | 5 | 2
AHR act | 4 | 4 | -2 | 2 | 6
PP5 primary | -1.3 | -0.7 | -0.1 | -0.3 | -1.9
HCV core dimer | 4 | -5 | 1 | 1 | -21

#36 COc1ccc(-c2nc3cc([N+](=O)[O-])ccc3o2)cc1
#37 Cc1ccc(-c2nc(N)c3c(-c4ccc(C)cc4)nn(C(C)(C)C)c3n2)cc1
#38 C=CCN1C(=O)CSc2ccc(C(=O)NC3CCCCC3)cc21
#39 COCCCNC(=O)C(=O)Nc1cc2c3c(c1)CCN3C(=O)CC2
#40 CC(C)Cn1c(CCC(N)=O)nnc1SC(C)C(=O)Nc1ccc2c(c1)OCO2 (stereo not given)
Screen / compound no. | 36 | 37 | 38 | 39 | 40
CTSL1 counter | 4 | 0 | 9 | 5 | .
PAFAH2 inh | -5 | -6 | 2 | -8 | 3
TPT1 inh | 4 | 3 | 3 | 0 | .
proCasp3 act | -9 | 1 | -1 | -3 | 2
procasp7 counter | -6 | 6 | 1 | -9 | 9
PP1 inh | -1 | 2 | -4 | -4 | -8
AHR act | 2 | 0 | 7 | 6 | 0
PP5 primary | 0.1 | -0.2 | 0.1 | 0.7 | 1.7
HCV core dimer | 3 | -5 | -2 | -6 | .

#41 COc1ccc(Cl)cc1NC(=O)c1cc(-c2ccccc2)on1
#42 O=C(CNC(=O)C1CCCCC1)Nc1ccc(F)c(Cl)c1
#43 COc1cc(C(=O)NCCCN(C)C)ccc1OCC(=O)Nc1cccc(C(F)(F)F)c1
#44 COc1ccc(-c2[nH]ncc2CN(CCO)Cc2cccs2)c(F)c1
#45 COc1ccc(-c2cc(C(=O)N3CCN(c4ccccc4O)CC3)c3ccccc3n2)cc1OC
#46 O=C(NCCS(=O)(=O)N1CCN(c2ccccc2)CC1)c1cccs1
#47 Cc1ccc(SCc2cc(=O)[nH]c(/N=C(\N)Nc3ccccc3Sc3ccccc3)n2)cc1
Screen / compound no. | 41 | 42 | 43 | 44 | 45 | 46 | 47
CTSL1 counter | 5 | 9 | -1 | 0 | 0 | 2 | -1
PAFAH2 inh | 0 | -4 | . | 3 | -6 | 5 | -10
TPT1 inh | -4 | 0 | -1 | -1 | 0 | -2 | -1
proCasp3 act | 7 | -1 | -3 | 6 | 0 | -7 | 6
procasp7 counter | -11 | 7 | 11 | 2 | 12 | 6 | -4
PP1 inh | -12 | 8 | -3 | -1 | 0 | -2 | 3
AHR act | 17 | 2 | 0 | 4 | 40 | -1 | -6
PP5 primary | 2.2 | -0.8 | 0.3 | 1.0 | 5.5 | -0.7 | 1.1
HCV core dimer | -14 | -1 | 0 | -2 | 11 | -4 | 16
